Screening results from PubChem.
PREPL inh – inhibits the human prolyl oligopeptidase-like enzyme. 0.68% of 320,000 active. inhibition, % at 5.96 µM. Q4J6C6. recombinant PREPL, fluorescence polarization activity-based probe. AID 2751; in the data active = inhibition above about 43%;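 also: 0% = enzyme with DMSO and 100% = wells lacking enzyme; many of its hits are not listed in these tables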
ZTA counter – counter-screen for EBNA-1 inhibitors: inhibitors of Epstein-Barr virus ZTA; P03206; ZTA-DNA binding, fluorescence polarization; 0.15% of 320,000 active; AID 2234; inhibition, % at 11 µM; in the data active = inhibition above about 33%
Target sequence (P03206 whole entry, looked up): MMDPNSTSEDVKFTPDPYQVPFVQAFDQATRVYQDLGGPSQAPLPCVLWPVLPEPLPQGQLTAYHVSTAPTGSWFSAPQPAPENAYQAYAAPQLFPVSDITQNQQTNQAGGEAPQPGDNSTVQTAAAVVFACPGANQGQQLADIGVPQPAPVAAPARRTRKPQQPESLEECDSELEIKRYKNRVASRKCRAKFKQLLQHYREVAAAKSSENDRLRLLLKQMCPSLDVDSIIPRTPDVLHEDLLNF
LYPLA1 inh – LYPLA1 (human) inhibition in PME1 counter-screen. O75608. recombinant LYPLA1, FP-Rh probe fluorescence polarization. inhibition, % at 5.9 µM. 0.16% of 320,000 active;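 active = inhibition above the mean of all tested compounds plus 3 SD, set per campaign, cut at about 14% in these data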;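 also: inhibitors block serine hydrolase probe labeling of LYPLA1 so polarization falls; 0% = enzyme with DMSO and 100% = wells lacking LYPLA1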
pPAFAH FP inh – inhibitors of human plasma PAF acetylhydrolase (pPAFAH); inhibition, % at 3.39 µM; 1.5% of 330,000 active; recombinant pPAFAH, FP-rhodamine probe fluorescence polarization; Q13093; AID 463082;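 active = inhibition above the mean inhibition across the screen plus 3 SD, cut at about 25% in these data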;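 also: inhibitors block binding of the rhodamine activity-based probe so polarization drops; 0% = enzyme with DMSO and 100% = wells lacking pPAFAH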
PAFAH2 inh – PAFAH2 (human) inhibition. Q99487. recombinant PAFAH2, FP-rhodamine activity probe, fluorescence polarization. inhibition, % at 3.39 µM. 0.99% of 340,000 active. AID 492956;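 active = inhibition above the mean over all tested compounds plus 3 SD, cut at about 30% in these data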;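 also: inhibitors block probe labeling of enzyme so polarization drops; 0% = enzyme with DMSO and 100% = wells lacking PAFAH2 protein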
EBNA-1 inhibitor – blocks EBNA-1 binding to DNA. EBNA-1 DNA binding, fluorescence polarization. inhibition, % at 14.8 µM. 0.34% of 300,000 active. AID 1950; in the data active = inhibition above about 28%
PAFAH1B3 inh – inhibitors of human PAFAH1B3; recombinant PAFAH1B3, FP-rhodamine probe, fluorescence polarization; inhibition, % at 3.39 µM; 0.28% of 340,000 active; AID 492972;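 active = inhibition above the screen-wide average of all tested compounds plus 3 SD, cut at about 25% in these data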;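 also: 0% = enzyme with DMSO only and 100% = wells lacking PAFAH1B3 protein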
Target sequence (Q15102 whole entry, looked up): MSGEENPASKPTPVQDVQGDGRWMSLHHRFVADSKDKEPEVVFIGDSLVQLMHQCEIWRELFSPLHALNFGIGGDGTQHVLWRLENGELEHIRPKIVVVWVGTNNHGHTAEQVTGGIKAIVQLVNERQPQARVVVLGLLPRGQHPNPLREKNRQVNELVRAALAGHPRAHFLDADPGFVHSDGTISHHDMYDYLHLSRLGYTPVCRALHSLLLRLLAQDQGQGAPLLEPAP
LYPLA2 counter – counter-screen for PME1 inhibitors: inhibitors of human LYPLA2; O95372; 0.38% of 320,000 active; AID 2177; inhibition, % at 5.9 µM; recombinant LYPLA2, FP-Rh probe fluorescence polarization;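 active = inhibition above the screen-wide mean plus 3 SD, limit set per campaign, cut at about 26% in these data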;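 also: 0% = LYPLA2 with DMSO and 100% = wells lacking LYPLA2 enzyme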
Target sequence (O95372 whole entry, looked up): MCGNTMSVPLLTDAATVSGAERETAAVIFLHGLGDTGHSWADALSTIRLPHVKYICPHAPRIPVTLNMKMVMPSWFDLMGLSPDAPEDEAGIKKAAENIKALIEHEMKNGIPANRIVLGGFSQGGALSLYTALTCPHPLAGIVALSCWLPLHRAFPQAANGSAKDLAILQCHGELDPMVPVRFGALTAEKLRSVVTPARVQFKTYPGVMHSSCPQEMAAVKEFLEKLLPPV
PAFAH1B2 FP inh – PAFAH1B2 (human) inhibition; recombinant PAFAH1B2, FP-rhodamine activity probe, fluorescence polarization; inhibition, % at 3.39 µM; 1.2% of 340,000 active;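 active = inhibition above the mean of all tested compounds plus 3 SD, cut at about 24% in these data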;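 also: 0% = enzyme with DMSO and 100% = wells lacking PAFAH1B2; many of its hits are not listed in these tables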
Target sequence (P68402 whole entry, looked up): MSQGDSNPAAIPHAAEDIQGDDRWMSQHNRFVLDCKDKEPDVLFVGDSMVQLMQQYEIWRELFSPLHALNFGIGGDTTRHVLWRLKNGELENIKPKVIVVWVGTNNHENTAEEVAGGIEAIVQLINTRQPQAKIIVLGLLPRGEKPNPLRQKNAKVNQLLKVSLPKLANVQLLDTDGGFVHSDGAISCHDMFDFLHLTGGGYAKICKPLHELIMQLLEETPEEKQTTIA
Numbers without * were called inactive; · = no result given; & = joins results of further samples. These rows are one share of the data (hit frequency here may not be typical).

The line under a structure holds: EBNA-1 inhibitor	LYPLA2 counter	pPAFAH FP inh	PAFAH1B2 FP inh	ZTA counter	LYPLA1 inh	PAFAH1B3 inh	PAFAH2 inh	PREPL inh
- O=C(CN1CCN(S(=O)(=O)N2CCCCC2)CC1)Nc1cc(Cl)ccc1Cl
    8.5	4.8	6.7	7.1	17.5	2.4	1.2	4.9	10.6
- Cc1cc([N+](=O)[O-])ccc1NC(=O)CCC(=O)N1CCCCCC1
    -0.3	5.2	6.0	10.8	1.5	2.1	0.7	-3.2	5.9
- CCCCc1cc(=O)oc2cc(C)cc(OCc3nn[nH]n3)c12
    6.5	1.2	0.7	6.3	4.6	-1.4	5.2	5.7	1.4
- Cc1cc(Br)ccc1NC(=O)CNC(=O)CN(C)Cc1nc2ccccc2c(=O)[nH]1
    1.8	-6.8	0.6	4.7	1.6	-0.6	-2.9	3.5	-4.0
- Cc1cc(C)n(CC(=O)NNC(=O)CCNC(=O)c2ccccc2Cl)n1
    8.2	0.6	0.3	-1.1	8.6	2.4	9.1	1.3	-1.7
- O=C(COC(=O)COc1ccc(Cl)cc1)NC1CCS(=O)(=O)C1 (stereo unspecified)
    ·	-4.4	6.8	2.6	8.7	-0.9	6.2	2.7	0.6
- Cc1nc(N=Nc2ccc(O)cc2)n[nH]1
    7.9	5.1	-0.5	5.4	1.6	1.2	3.6	-2.8	18.6
- CCCn1c(=O)c(-c2nc3ccccc3[nH]2)c(O)c2ccccc21
    6.2	2.5	4.9	2.5	5.6	0.7	4.8	7.2	-1.0
- Cc1ccc(C)c(S(=O)(=O)N2CCN(c3ncnc4sccc34)CC2)c1
    ·	·	4.1	-1.5	·	·	5.3	3.0	-23.4
- O=C(c1ccc(NC2=NC3CS(=O)(=O)CC3S2)cc1)N1CCN(c2ccccc2)CC1 (stereo unspecified)
    -13.4	4.9	1.2	5.0	4.3	0.9	-1.1	10.4	6.3
- O=C(NCCc1nc2ccccc2[nH]1)C1CCC(=O)N(CCc2cccc(F)c2)C1 (stereo unspecified)
    3.8	3.8	5.0	1.4	0.7	3.8	11.9	-9.7	-7.7
- CCOc1ccc(N2C(=O)CC(N3CCC(NC(=O)Nc4ccccc4)CC3)C2=O)cc1 (stereo unspecified)
    -2.3	-8.1	0.1	4.8	5.4	-3.3	5.9	-6.1	6.2
- Cc1ccc(NC(=O)c2cc(-c3ccco3)nc3ccccc23)cc1S(=O)(=O)N1CCOCC1
    2.8	-10.2	26.8*	-6.3	1.2	-11.2	-0.3	-7.5	-3.3
- CC(=O)N1N=C(c2ccc(Cl)cc2)OC12CCCC2
    6.7	2.9	1.6	2.4	4.3	-2.2	5.0	5.9	-11.5
- Cc1cccc(N(Cc2cc(=O)[nH]c3ccccc23)C(=O)C(C)C)c1
    -10.8	-1.3	-0.9	6.2	-4.0	-1.4	3.1	3.6	6.8
- Cc1ccc(N=C2S/C(=C/c3cccc(OCC(=O)O)c3)C(=O)N2C)cc1C
    -7.7	-5.1	6.0	-2.5	12.9	0.9	8.4	-1.3	17.4
- CNc1c(NC(=O)c2ccc3c(c2)OCO3)c(=O)oc2ccccc12
    -19.7	3.2	-0.2	3.0	-8.8	-0.6	0.5	-4.9	11.4
- Cc1cc(NC(=O)COC(=O)c2cc(S(=O)(=O)N(C)C)ccc2Cl)no1
    ·	-8.9	-1.3	-5.7	-8.5	-5.4	2.8	-1.2	-3.1
- COc1ccccc1OCC(=O)O
    0.0&3.6	-2.5&4.3	1.5&1.6	0.5&0.2	18.1&-19.6	0.1&0.8	1.3&11.9	7.6&4.3	7.9&14.7
- CCc1ccc(NC2Nc3cc(C)nn3S2)cc1 (stereo unspecified)
    -10.9	-2.3	8.4	2.1	-10.8	1.2	7.1	-0.8	-3.8
- Cc1cccc(NC(=S)NCCC(c2ccccc2)c2ccccc2)c1
    -2.4	-42.2	-12.2	6.6	-6.7	-20.7	4.3	-8.3	-6.6
- COC(=O)[C@@]1(Cc2ccc(F)cc2)[C@H]2c3cc(C(=O)N4CCCC4)n(CCc4c[nH]c5ccc(OC)cc45)c3C[C@H]2CN1C(=O)c1ccccc1
    -7.9	3.9	10.9	·	-2.7	0.4	·	·	9.9
- COc1cccc(C2=NOC(C(=O)N3CCN(Cc4ccccc4)CC3)C2)c1OC (stereo unspecified)
    -7.2	11.3	5.8	1.1	0.3	-0.6	-5.9	-5.6	-0.8
- COc1ccc(C)cc1NC(=O)C1CCN(S(=O)(=O)c2cccc3cccnc23)CC1
    1.6	6.5	-1.5	-0.4	-30.1	3.7	-4.0	-1.8	6.2
- CCOC(=O)OC(C)OC1=C(C(=O)Nc2ccccn2)N(C)S(=O)(=O)c2ccccc21 (stereo unspecified)
    0.9	1.2	0.3	·	1.2	-1.4	·	·	-3.1
- CCOc1ccc(Nc2nc(Cc3nnc(SCC(=O)O)o3)cs2)cc1
    -2.2	4.9	28.0*	2.6	0.3	-3.0	12.4	11.7	23.7
- Cc1ccc(S(=O)(=O)N2CCOC23CCN(S(=O)(=O)c2cccs2)CC3)cc1
    -28.4	5.7	1.3	9.7	-3.8	0.4	7.3	2.8	4.5
- C#CCOCCOCCOCCNc1nc(N2CCN(C(=O)CCCCCCCCCCNC(=O)Cn3cc(C[C@@H](C)O)nn3)CC2)nc(N2CCN(C(=O)CCCCCCCCCCNC(=O)[C@H](CCCN=C(N)N)n3cc(C[C@@H](C)CC)nn3)CC2)n1
    13.9	-7.3	5.7	-6.0	55.7*	-7.8	2.8	-4.2	47.6*
- CC1CCC(=NNC(=O)c2ccccc2-n2cccc2)CC1 (stereo unspecified)
    -8.1	1.2	6.0	-0.6	-10.0	-0.2	-0.8	-5.6	-22.8
- COC(=O)c1cc(=O)c2c(C)nc(C(Cl)(Cl)Cl)nc2[nH]1
    6.8	-3.9	0.4	·	-17.8	1.1	·	·	10.0
- COc1cccc(C=Nc2cccnc2)c1O
    10.5	1.4	-1.9	·	12.0	1.5	·	·	-3.2
- O=C(CN1C(=O)c2ccccc2C1=O)NCc1ccc(N2CCOCC2)cc1
    -5.6	-4.9	-2.9	-3.2	-19.4	0.6	4.7	-9.3	12.6
- O=c1c(O[C@H]2O[C@@H](CO)[C@H](O)[C@@H](O)[C@@H]2O)c(-c2ccc(O)cc2)oc2cc(O)cc(O)c12
    ·	-2.4	-2.7	3.4	1.9	2.8	1.8	1.6	15.4
- CCN(CCNC(=O)C1CCCN(Cc2nc(-c3ccc(OC)cc3)oc2C)C1)c1ccccc1 (stereo unspecified)
    4.9	1.6	6.4	3.1	-1.4	-2.3	-2.7	6.5	31.1
- O=C(COC(=O)c1cc[n+]([O-])cc1)Nc1ccc([N+](=O)[O-])cc1
    3.9	-2.3	5.3	1.1	4.0	-3.1	-0.9	0.3	7.3
- COc1ccc(NC(=O)C(c2ccc(OC)cc2)N(C)C(=O)c2cnccn2)cc1 (stereo unspecified)
    1.2	7.5	2.5	3.4	-0.8	3.9	0.6	3.5	4.5
- COc1ccccc1C1CC(=O)Nc2cc3c(cc21)OCCO3 (stereo unspecified)
    -5.6	-1.4	1.5	0.3	-1.3	2.2	-6.5	-2.7	-0.6
- O=C1CC(N2CCc3ccccc32)C(=O)N1c1ccccc1 (stereo unspecified)
    -2.0	-0.5	-3.8	4.0	1.9	0.2	-0.5	-3.3	7.6
- O=C(NC1CC1)C1CCCN1C(=O)NC1CCCCC1 (stereo unspecified)
    -0.1	-5.3	1.4	6.0	2.6	-3.4	16.6	8.6	-3.8
- Cc1ccc(N(CCC(=O)O)S(=O)(=O)c2cccc(C(F)(F)F)c2)cc1
    9.6	-4.2	2.1	19.6	-6.3	-2.6	7.4	-4.1	-4.8
- CCOC(=O)c1c(NC(=O)COC(=O)Cc2c[nH]c3ccccc23)sc(C(=O)N(C)C)c1C
    -7.9	13.3	3.9	-1.7	2.8	-5.1	4.6	-0.3	18.6
- CCO[C@@H]1OC(C(=O)NCc2nc3ccccc3[nH]2)=C[C@H](c2ccc(C(F)(F)F)cc2)[C@H]1CCCO
    -6.8	-8.6	1.6	6.7	6.6	0.2	3.8	1.1	2.8
- CCOC(=O)N1CCC(n2c(SCC(=O)OCc3ccccc3)nc3ccsc3c2=O)CC1
    6.9	4.1	2.9	5.2	-13.5	-3.5	-4.0	-0.9	13.3
- O=S(=O)(c1ccc(Cl)cc1)c1nc(-c2ccco2)oc1N1CCOCC1
    5.3	-4.2	2.2	4.3	-10.8	-4.5	3.0	2.6	-2.4
- CCC(C)C(NC(=O)C1CCC(=O)N1C(=O)OCc1ccccc1)C(=O)NC(Cc1ccccc1)C(N)=O (stereo unspecified)
    2.6	-3.2	1.6	7.0	12.0	-1.5	-0.9	77.7*	7.0

An excerpt from above in order of their number in PAFAH1B3 inh, smallest number first:
SMILES | PAFAH1B3 inh
O=c1c(O[C@H]2O[C@@H](CO)[C@H](O)[C@@H](O)[C@@H]2O)c(-c2ccc(O)cc2)oc2cc(O)cc(O)c12 | 1.8
O=S(=O)(c1ccc(Cl)cc1)c1nc(-c2ccco2)oc1N1CCOCC1 | 3.0
O=C(NC1CC1)C1CCCN1C(=O)NC1CCCCC1 (stereo unspecified) | 16.6

(continued)
The line under a structure holds: EBNA-1 inhibitor	LYPLA2 counter	pPAFAH FP inh	PAFAH1B2 FP inh	ZTA counter	LYPLA1 inh	PAFAH1B3 inh	PAFAH2 inh	PREPL inh
- CC(=O)c1ccc(-n2ccnc2)cc1
    1.9	2.5	5.1	-0.1	13.0	2.9	-1.9	-3.5	8.9
- Nc1c(Cl)c(Cl)nc(C(=O)OCC(=O)NC2CCCCC2)c1Cl
    7.4	6.9	8.8	2.6	3.4	6.3	-4.2	21.1	8.4
- CCC1C(=O)Nc2nc(-c3ccccc3)c(-c3ccccc3)n2N=C1C (stereo unspecified)
    4.4	-2.2	-0.5	5.8	-13.2	0.0	3.8	1.0	11.7
- CCOc1ccc(CCNC(=O)Cc2ccc(S(=O)(=O)N3CCOCC3)s2)cc1OCC
    -6.2	-0.2	7.8	6.7	13.6	0.9	3.4	4.4	-3.0
- NCCc1nnc(SCc2ccc(F)cc2)o1
    0.8	5.0	1.9	4.9	-6.8	0.2	9.3	-0.7	-7.3
- CC(C)c1ccc(-c2nnn(CC(=O)N3CCCCC3)n2)cc1
    -8.0	5.0	5.9	3.5	-0.2	-1.2	9.1	-0.2	5.8
- COc1ccc(C(=O)c2cn[nH]c2-c2cc(C)ccc2O)cc1
    -3.0	-2.1	6.7	7.1	0.4	4.2	8.9	0.9	-5.3
